Source: PubChem BioAssay (National Center for Advancing Translational Sciences (NCATS))
MCF10A rerep – A quantitative high throughput screen for small molecules that induce DNA re-replication in MCF 10a normal breast cells. Potency, µM (series often up to 46.1 µM), for inactives: at the top dose activity, positive = re-replication, hits mostly activators. MCF 10A DNA re-replication, Hoechst nuclear intensity, 48 h. 350,000 tested, 2.9% active; also: potency is read from the fitted curve at half-maximal effect; % of control where 0% means no effect; nearly all actives have a fitted effect of over 50% in size
KB-3-1 cytotox – qHTS assay for MDR1-selective chemotherapeutics: Primary screen using the parental adenocarcinoma cell KB-3-1 | KB-3-1 viability, CellTiter-Glo ATP luminescence, 72 h | Potency, µM (doses to about 46.1 µM), for the others: at the top dose activity change, negative = cytotoxic, hits mostly cytotoxic | 400,000 tested, 1.4% active; also: potency is read from the fitted curve at half-maximal effect; % is scaled to controls: 0 for no effect and ±100 for the full control effect; nearly all actives have a fitted effect of over 60% in size
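Luminescent ATP read-out (CellTiter-Glo) measures survival of drug-naive KB-3-1 cells after 72 h compound exposure at 37 °C. Titration series was screened from lowest to highest concentration, with DMSO vehicle plates as background controls.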
WRN inhibitor – qHTS for Inhibitors of WRN Helicase; WRN helicase unwinding, fluorescent forked duplex, kinetic; 360,000 tested, 0.46% active; Bifunctional 3'-5' exonuclease/ATP-dependent helicase WRN (Homo sapiens), Q14191; Potency, µM (top dose mostly 114 µM), for inactives: top-dose activity change, negative = inhibition, hits mostly inhibitors; AID 651768, 2012; also: potency is read from the fitted curve at half-maximal effect; % is scaled to controls: 0 for no effect and ±100 for the full control effect; nearly all actives have a fitted effect of over 55% in size
Target sequence (Q14191 whole entry, looked up): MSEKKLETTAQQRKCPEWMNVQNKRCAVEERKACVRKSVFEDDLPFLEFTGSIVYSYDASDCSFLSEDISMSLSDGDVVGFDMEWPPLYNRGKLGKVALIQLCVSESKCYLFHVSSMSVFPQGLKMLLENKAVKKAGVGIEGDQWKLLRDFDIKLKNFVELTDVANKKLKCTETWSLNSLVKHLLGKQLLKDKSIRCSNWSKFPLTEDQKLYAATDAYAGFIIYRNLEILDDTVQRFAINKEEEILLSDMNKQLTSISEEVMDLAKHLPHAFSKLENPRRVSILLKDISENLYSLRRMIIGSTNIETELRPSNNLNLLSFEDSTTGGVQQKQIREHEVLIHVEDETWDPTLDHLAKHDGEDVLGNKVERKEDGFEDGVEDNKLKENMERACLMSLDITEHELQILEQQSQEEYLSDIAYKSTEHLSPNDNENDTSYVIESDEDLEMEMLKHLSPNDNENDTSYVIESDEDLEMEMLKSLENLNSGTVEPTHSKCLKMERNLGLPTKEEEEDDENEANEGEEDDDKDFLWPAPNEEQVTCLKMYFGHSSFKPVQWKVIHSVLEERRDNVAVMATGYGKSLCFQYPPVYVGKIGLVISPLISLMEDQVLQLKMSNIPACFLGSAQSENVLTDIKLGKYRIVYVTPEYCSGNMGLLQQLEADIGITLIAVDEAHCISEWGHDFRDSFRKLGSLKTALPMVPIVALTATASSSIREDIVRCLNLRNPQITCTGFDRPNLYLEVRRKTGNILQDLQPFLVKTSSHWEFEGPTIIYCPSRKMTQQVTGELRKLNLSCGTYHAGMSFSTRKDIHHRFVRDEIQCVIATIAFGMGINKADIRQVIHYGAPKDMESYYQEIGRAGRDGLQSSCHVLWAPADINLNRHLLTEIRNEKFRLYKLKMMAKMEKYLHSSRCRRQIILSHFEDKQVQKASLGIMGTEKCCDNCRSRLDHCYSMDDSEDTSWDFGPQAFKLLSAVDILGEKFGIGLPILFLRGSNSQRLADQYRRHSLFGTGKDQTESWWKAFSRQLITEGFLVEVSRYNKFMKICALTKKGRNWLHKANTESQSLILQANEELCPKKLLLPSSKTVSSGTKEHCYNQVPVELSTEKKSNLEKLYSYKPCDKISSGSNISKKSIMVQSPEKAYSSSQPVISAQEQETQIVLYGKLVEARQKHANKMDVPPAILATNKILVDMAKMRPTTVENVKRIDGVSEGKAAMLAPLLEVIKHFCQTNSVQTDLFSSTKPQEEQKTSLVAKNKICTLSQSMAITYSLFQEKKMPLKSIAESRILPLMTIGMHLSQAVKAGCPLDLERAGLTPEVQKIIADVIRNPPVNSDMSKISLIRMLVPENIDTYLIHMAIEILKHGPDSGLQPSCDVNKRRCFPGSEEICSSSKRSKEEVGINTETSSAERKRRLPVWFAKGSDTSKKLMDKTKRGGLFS
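WRN at 20 nM final preincubated with compound 15 min at room temperature; reaction started with 100 nM fluorophore/quencher forked duplex oligonucleotide and 2 mM ATP final. Unwinding followed kinetically by red fluorescence (ex 525, em 598 nm).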
IL-1B inflam inh – qHTS for Inhibitors of Inflammasome Signaling: IL-1-beta AlphaLISA Primary Screen; THP-1 LPS/ATP IL-1B secretion, AlphaLISA, 16 h; stronger effect = lower value; activity change, % at 57.5 µM; 360,000 tested, 4.7% active; in the data active = activity change below about -50%; inconclusive = mostly about -30% to -49%; also: % is scaled to controls: 0 for no effect and ±100 for the full control effect
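Secreted IL-1B measured by AlphaLISA bead assay after 16 h compound exposure of THP-1 cells; compounds (final up to 57.5 uM) added 1 h before LPS (250 ng/mL) and ATP (1.25 mM) stimulation; lower signal means less secretion.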
SW480 rereplic – A quantitative high throughput screen for small molecules that induce DNA re-replication in SW480 colon adenocarcinoma cells | 340,000 tested, 1.8% active | SW480 DNA re-replication, Hoechst DNA content imaging, 48 h | Potency, µM (highest dose often 46.1 µM), for the others: at the highest dose re-replication activation, most hits filed as activators; also: potency is read from the fitted curve at half-maximal effect; % of control where 0% means no effect; nearly all actives have a fitted effect of over 55% in size
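250 cells/well; 23 nL cpd via pin tool; 48 hr, 37 C, 5% CO2; Hoechst 40 min; imager read of total nuclear intensity, ex 405/em 500-530 nm.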
ATXN2 expr inh – Primary qHTS for Inhibitors of ATXN expression. HEK-293 ATXN2-luciferase reporter, luminescence, 24 h. Potency, µM (doses to about 57 µM), inactives show at the top dose activity change, negative = inhibition, hits mostly inhibitors. 360,000 tested, 0.72% active. AID 1745845, 2022; also: potency is read from the fitted curve at half-maximal effect; % is scaled to controls: 0 for no effect and ±100 for the full control effect; nearly all actives have a fitted effect of over 55% in size
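ATXN2-luciferase reporter cells (luciferase flanked by upstream and downstream ATXN2 gene portions) were treated 24 h at 37 °C with compounds at up to 57 uM. SteadyGlo luminescence gave expression; GF-AFC fluorescence gave viability.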
KB-V1 MDR tox – qHTS assay for MDR1-selective chemotherapeutics: Primary screen using the drug-selected MDR subline cells KB-V1. KB-V1 MDR cells viability, CellTiter-Glo, 72 h. Potency, µM (doses to about 46.1 µM), for the others: at the top dose activity change, negative = cytotoxicity, most hits filed as cytotoxic. 400,000 tested, 3.4% active; also: potency is read from the fitted curve at half-maximal effect; % is scaled to controls: 0 for no effect and ±100 for the full control effect; nearly all actives have a fitted effect of over 60% in size
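Luminescent ATP read-out (CellTiter-Glo, 10 min) measures survival of drug-selected KB-V1 MDR cells after 72 h, 37 degrees C compound exposure. Medium: phenol-red-free DMEM, 10% FBS. Values from fitted concentration-response curves.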
HT1080 IDH1KD tx – qHTS for induction of synthetic lethality in tumor cells producing 2HG: qHTS for the HT-1080-IDH1KD cell line; HT-1080 IDH1 knockdown viability, ATP luminescence, 48 h; Potency, µM (series often up to 46.1 µM), for the others: at the top dose activity, negative = toxicity, hits mostly cytotoxic; 360,000 tested, 2% active; AID 686971, 2013;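 also: potency is read from the fitted curve at half-maximal effect; 0% = DMSO wells and -100% = cell-free medium wells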
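Knockdown cells (IDH1KD HT-1080) received compounds 2 h after plating at 750 cells/well and were kept 48 h at 37 °C in 5% FBS RPMI. A CellTiter-Glo luminescence read gave % activity for curve fitting.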
HT1080-NT tox – qHTS for induction of synthetic lethality in tumor cells producing 2HG: qHTS for the HT-1080-NT fibrosarcoma cell line; HT-1080-NT fibrosarcoma viability, CellTiter-Glo ATP luminescence, 48 h; 360,000 tested, 1.6% active; Potency, µM (series often up to 46.1 µM), for inactives: top-dose activity, negative = less viability, most hits filed as cytotoxic;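 also: NT is the 2HG producing partner of a matched IDH1 knockdown line; potency is read from the fitted curve at half-maximal effect; 0% = DMSO-treated cells and -100% = media-only wells without cells; nearly all actives have a fitted effect of over 55% in size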
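HT-1080-NT fibrosarcoma cells (2HG-overproducing), 750 cells/well in RPMI with 5% FBS, dosed after 2 h and incubated 48 h at 37C. CellTiter-Glo luminescence normalized to DMSO and no-cell wells; concentration-response curves fitted and classed.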
* hit, by the source's call; u = inconclusive; x = not tested or not shown; & = joins results of further samples; [ ] = dose if it differs, or a comment. Unless noted, calls follow the shape of the dose curve; as a rule, active = well fitted curve in the direction sought with a large enough effect; inconclusive = small, poorly fitted or top-dose-only effect, or another doubt; inactive = no such curve, though single readings can be large; an effect the other way counts as inactive or inconclusive.

Screens in order – MCF10A rerep	KB-3-1 cytotox	WRN inhibitor	IL-1B inflam inh	SW480 rereplic	ATXN2 expr inh	KB-V1 MDR tox	HT1080 IDH1KD tx	HT1080-NT tox
Cn1c(CNC(=O)CNC(=O)Cc2ccc(Cl)cc2)cc(=O)n(C)c1=O
    -4%	u	2%	0	3%	1%	u	10%	24%
COC(=O)C1=C(C(=O)OC)[C@@H]2Nc3ccccc3[C@@]23C[C@@H](C(=O)OC)N(C(=O)NC2CCCCC2)C3=N1
    5%	14%	-34%	-8	6%	-4%	-1%	0%	-8%
Cc1cccc(OCCCC(=O)Nc2ccc(S(=O)(=O)Nc3onc(C)c3C)cc2)c1
    -7%	3%	-3%	28	2%	0%	16%	3%	3%
CCN1CCN(CC(=O)c2cc(Cl)ccc2Cl)CC1
    -17%	13%	-4%	-26	u	-13%	u	-1%	-4%
CCOC(=O)C1(CC2CC2)CCN(Cc2cn[nH]c2-c2cccc(F)c2)CC1
    2%	-2%	2%	-8	13%	x	-5%	-4%	-5%
Cn1cc(CN2CCC(C(=O)Nc3cccc(-c4cccc(F)c4)c3)CC2)cn1
    u	-16%	9%	-29	u	-23%	-2%	23µM*	21µM*
COc1ccc2cc(C(N)=O)/c(=N\NC(=O)c3ccccc3)oc2c1
    -3%	2%	-15%	u	-5%	u	0%	-8%	-1%
O=C(NNC(=O)c1cc(-c2ccc(Cl)cc2Cl)nc2ccccc12)Nc1ccccc1
    u	u	-14%[57.1 µM]	-64*	u	-12%	23µM*	u	u
C=CCNc1nc(Nc2ccc(OC)c(OC)c2)c2sc(-c3ccccc3)cc2n1
    x	2.1µM*	-17%	-108*	x	0%	u	5.8µM*	5.2µM*
COc1ccc(/C=C/c2nnc(NC(=O)CSc3ccc(C)cc3)s2)cc1
    8.2µM*	u	-5%	-10	u	8%	0%&16%	22%	-1%
COc1ccc2c(c1)nc(SCC(=O)C(C)(C)C)n2C
    u	1%	-8%	0	u	16%	-5%	4%	5%
COc1cc(C(=O)NCCC(=O)NCc2c(F)cc(F)cc2F)cc(OC)c1OC
    10%	2%	2%	2	-20%	0%	29%	1%	5%
CCc1nn(CC(=O)N2CCCCCC2)c(=O)c2cc3ccccc3n12
    4%	-5%	-5%	8	1%	-7%	-10%	1%	0%
COC(=O)CSc1nnc(-c2ccc(S(=O)(=O)N3CCC(C)CC3)cc2)o1
    6%	-2%	-8%	22	-3%	-10%	-9%	0%	23%
CCOc1cc(C2/C(=C(/O)c3ccc(OC)cc3)C(=O)C(=O)N2CC2CCCO2)ccc1O (stereo not given)
    -4%	-2%	-5%	-15	22%	14%	-29%	-2%	-3%
CC(=O)N1CCN(C(=O)COC(=O)/C=C/c2ccc(C(F)(F)F)cc2)CC1
    -1%	4%	3%	u	4%	-2%	1%	-1%	1%[9.24 µM]
O=C(/C=C/Sc1ncn[nH]1)c1ccc(Cl)cc1
    u	u	35µM*	-118*	u	25µM*	u	5.8µM*	u
CCOC(=O)C1=C(COC(=O)CNC(=O)c2ccccc2F)NC(=O)NC1C (stereo not given)
    -3%	3%	7%	1	-2%	3%	1%	13%	5%
CC(C)COP(=O)(c1ccc(N(C)C)cc1)C(O)c1ccc(Br)cc1 (stereo not given)
    0%	-16%	-1%	-12	-7%	8%	-2%	16%	16%
Cc1cc(C)c2c(C)c(C(=O)NCc3ccncc3)oc2c1
    2%	0%	5%	-1	-9%	-3%	u	-2%	0%
COc1ccc(-c2csc(N(CCCN(C)C)C(=O)c3ccc(Br)cc3)n2)cc1
    8%	-27%	5%	-76*	1%	-23%	u	21µM*	21µM*
CCOC(=O)C1=C(c2ccccc2)N=C2SCC(=O)N2C1c1cccc(OC)c1 (stereo not given)
    -1%	-6%	-21%	13	-4%	1%	16%	8%	12%
S=c1[nH]ncn1/N=C/c1cccc(Oc2ccccc2)c1
    u	11%	0%	3	-6%	13%	0%	0%	2%
Cc1ccc(CN2CCN(/N=C/c3ccc(C(F)(F)F)cc3)CC2)c(C)c1
    u	0%	6%	-4	-2%	-16%	u	-8%	1%
O=C(Oc1c(-c2ccccc2)c(=O)n2c3c(cccc13)CC2)c1ccc(Cl)cc1
    2%	u	-4%	15	0%	-7%	27%	13%	22%
COc1cccc(/C=C2\SC(=S)N(C(C(=O)O)c3ccccc3)C2=O)c1OC (stereo not given)
    2%	0%	-24%	5	-8%	15%	u	5%	-14%
Cn1c(=O)c2ccccc2n(CC(=O)NC2CCCCC2)c1=O
    -7%	-12%	10%	-2	-8%	-11%	-13%	12%	0%
NNS(=O)(=O)c1ccc(Cc2ncc(C(F)(F)F)cc2Cl)s1
    -9%	11%	5%	12	2%	-6%	24%	8%	9%
C=CCn1c2ccccc2c2n[nH]c(=S)nc21
    3%	-14%	6%	10	1%	x	u	-2%	0%
CCn1c(SCC(=O)Nc2cccc(C)n2)nnc1-c1ccco1
    1%	6%	-2%	-8	-2%	-5%	0%	20%	12%

Sorted by the number under IL-1B inflam inh (largest number first): some entries from above
Compound,WRN inhibitor,IL-1B inflam inh,SW480 rereplic
Cc1ccc(CN2CCN(/N=C/c3ccc(C(F)(F)F)cc3)CC2)c(C)c1,6%,-4,-2%
COC(=O)C1=C(C(=O)OC)[C@@H]2Nc3ccccc3[C@@]23C[C@@H](C(=O)OC)N(C(=O)NC2CCCCC2)C3=N1,-34%,-8,6%
COc1ccc(-c2csc(N(CCCN(C)C)C(=O)c3ccc(Br)cc3)n2)cc1,5%,-76*,1%

(continued)
Screens in order – MCF10A rerep	KB-3-1 cytotox	WRN inhibitor	IL-1B inflam inh	SW480 rereplic	ATXN2 expr inh	KB-V1 MDR tox	HT1080 IDH1KD tx	HT1080-NT tox
CCCCOc1ccc(C(=O)Nc2ccncc2)cc1
    u	-28%	-5%	u	-3%	2%	u	-15%	-18%
O=C(c1ccc(Cl)s1)N1CCCC(N2CCN(c3ccc(F)cc3)CC2)C1 (stereo not given)
    2%	-3%	0%	0	15%	0%	12%	-1%	1%
COc1ccccc1C(=O)Nc1ccc(Br)c2cccnc12
    5%	-4%	4%	0	2%	x	-26%	11%	12%
O=S1(=O)CCN(OCc2ccc(F)cc2Cl)CC1
    -1%	8%	-7%	-17	-3%	-5%	u	-5%	6%
CC(C)NC(=O)C1(C)CN(S(C)(=O)=O)CC(=O)N1Cc1ccc2c(c1)OCO2 (stereo not given)
    x	-2%	3%	-12	x	x	-5%	2%	7%
Cc1ccc(C(=O)N2CCN(S(=O)(=O)c3cc(Br)ccc3Br)CC2)o1
    0%	8%	7%	18	-5%	3%	-27%	-2%	8%
CCCCOC(=O)CCc1n[nH]c(=O)[nH]c1=O
    10%	18%	-4%	0	-2%	u	u	18%	16%
O=C(COC(=O)c1nc(Cl)ccc1Cl)Nc1ccc(Cl)cn1
    -3%	1%	18%	11	-22%	4%	u	5%	2%
Cc1ccc(CC(CC(=O)NCCc2ccc3c(c2)OCO3)C(=O)O)cc1 (stereo not given)
    4%	5%	1%	13	-14%	x	16%	-2%	-1%
O=S(=O)(Nc1ccc(S(=O)(=O)N2CCCC2)cc1)c1ccc(F)cc1
    7%	-2%	-3%	3	-7%	-1%	-22%	-1%	-10%
CC(C)OCCCN(CC(O)c1ccccc1)CC(O)c1ccccc1 (stereo not given)
    26%	3%	-7%	-7	7%	0%	u	10%	2%
COc1cc(C)ccc1OCC(=O)Nc1ccccc1N1CCOCC1
    19%	-15%	1%	7	-6%	-25%	5.8µM*	-11%	-6%
Cc1ccccc1-c1ccc(/C=C2/SC(N3CCOCC3)=NC2=O)o1
    16µM*	-24%	-14%	-76*	u	-1%	u	u	-24%
CC(C)CCC(O)(CCC(C)C)C(=O)NNc1ccccc1
    4%	-30%	-25%	30	u	3%	-5%	-6%	-5%
C=C1CCN([C@@H](Cc2ccccc2)C(=O)Nc2ccc(OC)cc2)S(=O)(=O)c2ccccc21
    -9%	-10%	-8%	-10	24%	8%	-2%	4%	-1%
CCN1CCN(C(=O)Nc2ccc(Cc3ccc(NC(=O)N4CCN(CC)CC4)cc3)cc2)CC1
    0%	-10%	2%	-15	4%	-1%	4%	-19%	u
COc1ccc(C(=O)N/C(=C\c2cn(C)c3ccccc23)C(=O)N2CCOCC2)cc1
    0%	4%	4%	39	-2%	-17%	1%	-2%	3%
COCCN1C(=O)CC(NNC(=O)c2ccc(S(=O)(=O)N3CCCC3)cc2)C1=O (stereo not given)
    -5%	2%	-1%	0	1%	-9%	-12%	1%	-5%
O=C(CNC(=O)c1sc2ccccc2c1Cl)NC1CC1
    -1%	22%	1%	u	1%	31%	-11%	12%	13%
CCOc1ccc(CC(=O)NCc2ccc3c(c2)cc(C)n3C)cc1
    4%	19%	-2%	-6	1%	-4%	15%	9%	4%
COc1ccccc1NC(=O)COC(=O)C1C2CC3OC(=O)C1C3C2 (stereo not given)
    10%	0%	10%	-3	u	-1%	0%	-4%	-6%
Cn1c(=O)n(CC(=O)Nc2cccnc2)c2ccccc21
    -4%	-4%	-11%	6	-12%	-10%	-20%	-22%	3%
